Compound activity (PubChem BioAssay)
PvdQ inh = P. aeruginosa PvdQ acylase inhibitors, primary screen, biochemical, fluorescence, plate reader and imaging, single point. PvdQ acylase [Pseudomonas aeruginosa LESB58]. purified PvdQ acylase. inhibition, % at 10 µM. 340,000 tested, 0.063% active. AID 488965, 2010; in the data active means inhibition above about 30%, passing the limit was not always enough; inconclusive means no clear call, values can overlap the other calls;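 further: 0% = vehicle neutral wells and 100% = reference inhibitor wells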
MITF TRPM1 HTS = activators of MITF-driven TRPM1 promoter reporter, primary screen, cell-based, SK-MEL-5, luciferase, single point; SK-MEL-5 TRPM1-promoter luciferase, 24 h; % of positive control, neutral wells = 0; activation, % at 12.5 µM; 300,000 tested, 0.75% active;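 active means mean activation of at least 80% with every replicate also reaching 80%; inconclusive means mean reaches 80% but some replicate falls short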;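 further: 0% = neutral control wells and 100% = parthenolide positive control wells; values of inactives mirror those of a sister screen read the other way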
SR-BI uptake up = activators of SR-BI mediated DiI-HDL uptake, primary screen, ldlA[mSR-BI] CHO cells, DiI fluorescence | 3 h; 100 = double the neutral-control signal | activation, % at 12.5 µM | 320,000 tested, 0.096% active | AID 504775, 2011;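 active means mean replicate activation of at least 60% and every replicate at or above 60%; inconclusive means mean or all-replicate condition met, but not both; inactive means mean below 60% and not all replicates reaching 60%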;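 further: 0% = median plate neutral-control signal and 100% = twice that signal; values of inactives mirror those of a sister screen read the other way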
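Assay system: CHO ldlA[mSR-BI] cells, LDL receptor-null, SR-BI overexpressing; medium: Ham's F12 with 0.5% BSA, HEPES 25 mM, pH 7.4; also added: DiI-HDL 10 µg/mL; timing: 3 h uptake period with compound, 37 °C; signal: DiI fluorescence, bottom read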
dFosB activator = activators of delta FosB homodimer, primary screen, biochemical, fluorescence polarization, TAMRA-CDK5 oligo, single point; Protein FosB (Mus musculus), P13346; purified delta FosB; percent of positive-control signal above neutral wells; activation, % at 25 µM; 340,000 tested, 0.99% active; AID 493131, 2011;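 active means mean activation above about 17%, with every replicate also reaching it, limit read from the data, passing the limit was not always enough; inconclusive means only one of the two conditions met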;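 further: fluorescence polarization rise as delta FosB binds a TAMRA Cdk5 AP-1 oligo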
Target sequence (P13346 whole entry, looked up): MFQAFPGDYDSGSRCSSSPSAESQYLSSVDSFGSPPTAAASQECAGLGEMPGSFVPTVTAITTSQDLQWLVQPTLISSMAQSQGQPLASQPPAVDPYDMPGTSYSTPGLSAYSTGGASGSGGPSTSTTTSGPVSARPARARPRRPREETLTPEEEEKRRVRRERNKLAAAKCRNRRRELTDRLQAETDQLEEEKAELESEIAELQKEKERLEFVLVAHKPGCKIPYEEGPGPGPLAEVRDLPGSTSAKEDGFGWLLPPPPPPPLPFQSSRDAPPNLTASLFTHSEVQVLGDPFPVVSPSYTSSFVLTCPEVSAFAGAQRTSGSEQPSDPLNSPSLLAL
CDK5 p35 inh = inhibitors of human CDK5/p35 kinase, primary screen, biochemical, single concentration | inhibition, % at 10 µM | 330,000 tested, 0.01% active | Cyclin-dependent kinase 5 (Homo sapiens) + Cyclin-dependent kinase 5 activator 1 (Homo … | Recombinant CDK5/p35, ADP-Glo luminescence, 60 min;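 active means highest replicate inhibition of at least 50% and at least 75% of replicates reaching 50%; inconclusive means only one of the two criteria met; inactive means both criteria failed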;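 further: plate controls were DMSO neutral control for no effect and GW8510 at 10 µM for full effect; many of its hits are not listed in these tables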
RTF Ca sens act = cardiac RTF calcium sensitivity activators, primary screen, biochemical, IANBD-TnC fluorescence, EC20 calcium. 340,000 tested, 0.24% active. Troponin I, cardiac muscle (Homo sapiens) + Troponin T, cardiac muscle (Homo sapiens) + …. activation, % at 7.2 µM. IANBD-labeled TnC RTF fluorescence at EC20 calcium; 0% EC20 calcium, 100% full calcium;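 active means activation above the mean over all tested compounds plus 3 SD, cut at about 30% in these data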;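 further: rise in fluorescence read as greater calcium sensitivity of cardiac thin filaments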
Wnt bcat act = Wnt/beta-catenin pathway activators, primary screen, cell-based, plate reader, single point; Wnt/beta-catenin reporter cell assay, activator; activation, % at 9.35 µM; 300,000 tested, 1.2% active; in the data active means activation above about 30%, passing the limit was not always enough; inconclusive means no clear call, values can overlap the other calls;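 further: 0% = neutral control wells and 100% = positive control wells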
SR-BI DiI inh = inhibitors of SR-BI mediated HDL lipid uptake, primary screen, ldlA[mSR-BI] cells, fluorescence, single point; inhibition, % at 12.5 µM; 320,000 tested, 0.96% active; AID 488896, 2010; ldlA[mSR-BI] CHO cells, DiI-HDL uptake fluorescence, 3 h; Scavenger receptor class B member 1 (Mus musculus), Q61009;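 active means mean replicate inhibition of at least 70% and a set share of replicates each scoring 70 or more; inconclusive means meets just one of the two criteria; inactive means fails both criteria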;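 further: 0% = median of neutral control wells and 100% = median of positive control wells; values of inactives mirror those of a sister screen read the other way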
HTR5A ag ctr = HTR5A agonists in luminescence cell assay, primary screen, counter-screen for OPRM1-OPRD1 heterodimer agonist project, full-deck HTS. cell-based. AID 504692, 2011. 340,000 tested, 0.61% active. activation, % at 9.3 µM; in the data active means activation mostly above about 9.5%, no sharp cut-off; inactive means mostly below about 7.6%;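 further: 0% = cells with vehicle only and 100% = reference agonist; strong numbers were not always called active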
Target sequence (P47898 whole entry, looked up): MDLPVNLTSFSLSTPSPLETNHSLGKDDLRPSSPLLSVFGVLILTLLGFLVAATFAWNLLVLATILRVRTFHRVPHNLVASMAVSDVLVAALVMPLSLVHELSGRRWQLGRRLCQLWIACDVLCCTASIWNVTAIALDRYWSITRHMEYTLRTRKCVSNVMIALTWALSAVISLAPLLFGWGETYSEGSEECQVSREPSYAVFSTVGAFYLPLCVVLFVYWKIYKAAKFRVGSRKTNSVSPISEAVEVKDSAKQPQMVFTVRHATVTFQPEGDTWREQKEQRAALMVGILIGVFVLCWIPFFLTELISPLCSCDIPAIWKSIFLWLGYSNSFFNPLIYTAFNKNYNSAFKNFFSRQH
Rtt109 Vps75 = inhibitors of C. albicans Rtt109/Vps75 HAT, primary screen, biochemical, ThioGlo CoA-SH fluorescence, plate reader. Histone acetyltransferase RTT109 (Candida albicans (strain SC5314 / ATCC MYA-2876)), …. purified Rtt109/Vps75, 4 h. inhibition, % at 34.9 µM. 330,000 tested, 0.16% active;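 active means inhibition of at least 50% in every replicate; inconclusive means best replicate reaches 50% inhibition but some replicates fall short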
Target sequence (Q5AAJ8 whole entry, looked up): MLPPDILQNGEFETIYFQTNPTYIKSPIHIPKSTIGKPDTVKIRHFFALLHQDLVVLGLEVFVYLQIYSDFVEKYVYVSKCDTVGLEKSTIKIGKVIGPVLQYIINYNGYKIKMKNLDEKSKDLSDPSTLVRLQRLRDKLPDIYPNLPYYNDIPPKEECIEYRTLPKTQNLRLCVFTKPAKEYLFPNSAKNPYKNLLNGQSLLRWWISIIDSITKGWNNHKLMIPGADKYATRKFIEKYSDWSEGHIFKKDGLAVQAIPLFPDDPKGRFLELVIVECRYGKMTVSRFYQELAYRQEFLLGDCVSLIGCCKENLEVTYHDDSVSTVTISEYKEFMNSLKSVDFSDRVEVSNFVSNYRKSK
* marks the source's active call; other numbers are inactive results; ? = inconclusive; nt = no result given.

SMILES | PvdQ inh | MITF TRPM1 HTS | SR-BI uptake up | dFosB activator | CDK5 p35 inh | RTF Ca sens act | Wnt bcat act | SR-BI DiI inh | HTR5A ag ctr | Rtt109 Vps75
COc1cc(CC(=O)OCC(=O)Nc2sccc2C(N)=O)cc(OC)c1OC | -9 | -20 | -41 | -9 | -1.0 | 4 | -1 | 41 | 2 | 6
CCCN1CCC(NCc2cn(C)nc2-c2ccc(Oc3ccccc3)cc2)CC1 | -2 | -85 | nt | 9 | -0.1 | -2 | -4 | nt | -2 | 15
O=[N+]([O-])c1ccccc1S(=O)(=O)Nc1ccc(-c2ccc3nncn3n2)cc1 | -8 | -7 | 16 | -3 | 0.6 | 7 | 0 | -16 | 1 | -9
CC1CCN(C(=O)Cn2c(=O)c3cccn3c3ccccc32)CC1 | -3 | 3 | 21 | -9 | 0.4 | 2 | 0 | -21 | 2 | -2
Cc1ccc(C(=O)N2CCCC(C(F)(F)F)C2)cc1S(=O)(=O)N1CCOCC1 (configuration not stated) | -16 | 1 | 2 | -8 | -0.6 | 1 | -3 | -2 | 0 | 1
O=Cc1ccc(OCc2ccc3ccccc3c2)cc1 | -6 | 103* | 18 | -8 | -0.3 | 6 | 16 | -18 | 1 | -5
Cc1ccccc1-c1nc(CN(Cc2c(C)nn(C)c2C)C2CC2)c(C)o1 | 12 | -10 | -15 | -12 | -0.1 | 7 | -1 | 15 | 2 | 1
Cc1ccc(C=Nc2ccc(N(C)C)cc2)o1 | -14 | 1 | 2 | -2 | 1.9 | 7 | 1 | -2 | 2 | -24
Cn1cnnc1SC(C(=O)c1ccccc1)c1ccccc1 (configuration not stated) | 2 | 4 | 16 | 1 | 1.1 | -3 | 0 | -16 | 1 | -1
C=CC[C@H]1CC(C)=C[C@H](CC=C)N1 | -14 | 8 | 5 | 1 | -2.5 | -1 | -1 | -5 | 5 | 7
CCC(C)NC(=O)CSc1nnc(-c2ccc(C(C)(C)C)cc2)n1C (configuration not stated) | -15 | -3 | -43 | -2 | -0.9 | 2 | -5 | 43 | 0 | -2
Cc1cn([C@H]2C[C@H](O)[C@@H](CCC(=O)NCCN3CCCCC3)O2)c(=O)[nH]c1=O | -9 | -3 | -1 | 6 | -0.8 | -2 | -1 | 1 | 0 | 1
COc1ccc(CNC(=O)CN(C)Cc2ccccc2F)cc1OC | 12 | nt | nt | 1 | 1.9 | -3 | 1 | nt | 3 | -6
Cc1noc(C(=O)Nc2cccnc2)c1Cl | -13 | nt | 2 | 0 | -5.8 | 3 | 3 | -4 | 1 | -15
COCCNCCOCCOc1ccc(Cl)c(C)c1 | -2 | 5 | 22 | 1 | -0.1 | 9 | -1 | -22 | 1 | 1
Cc1cc(C)cc(OCC(=O)N(C)CC(=O)Nc2ccc(N3CCOCC3)cc2)c1 | -4 | -13 | 14 | -9 | -0.4 | -7 | -4 | -14 | -4 | -5
NC(=O)CCn1ccc2ccccc21 | -2 | -17 | 1 | -9 | 0.1 | 2 | 0 | -1 | 0 | -9
COc1ccccc1/C=C/C(=O)OCC(=O)N1CCCCC1 | -7 | 28 | -9 | -2 | -0.7 | 3 | 1 | 9 | 4 | -5
CCCOc1ccc2cc(C(=O)NCc3ccccc3)c(=O)oc2c1 | -11 | nt | nt | 3 | 1.7 | -2 | 27 | nt | -1 | -31
Cn1cc(CCC(=O)N2CCCC(CCC(=O)NCc3ccc(F)c(F)c3)C2)cn1 (configuration not stated) | -13 | 15 | 10 | -10 | -4.3 | 6 | -2 | -10 | -4 | -4
O=C(Cc1cccc(NC(=O)C2CCN(S(=O)(=O)c3cccc([N+](=O)[O-])c3)CC2)c1)Nc1cccc(C(=O)N2CCOCC2)c1 | -2 | -1 | -6 | 8 | -2.6 | 1 | -5 | 6 | -1 | -7
O=C(NCCC1=CCCCC1)C1CCC(CNc2nc(=S)[nH]c3ccccc23)CC1 (configuration not stated) | -7 | -63 | -7 | 23* | -0.3 | -4 | 1 | 7 | 4 | -2
Cc1nc(-c2ccccc2OC(F)(F)F)[nH]c(=O)c1Cl | 6 | 12 | 38 | 0 | -2.0 | 4 | 6 | -38 | 10 | 13
Cc1nn(Cc2ccc(C(=O)N3CCN(C(=O)c4ccco4)CC3)o2)c(C)c1[N+](=O)[O-] | -7 | -5 | -16 | 2 | -0.2 | -4 | 0 | 16 | 2 | 23
O=C(O)CCC(=O)OCC1CCCO1 (configuration not stated) | -22 | nt | 12 | 3 | -3.5 | 11 | -3 | -12 | 6 | -8
CCn1cc(S(=O)(=O)N2CCc3ccccc3C2)cn1 | 7 | 1 | nt | -3 | -1.5 | -3 | 0 | -42 | 0 | 9
CN(C)S(=O)(=O)c1cccc(C(=O)NCCCn2ccnc2)c1 | -5 | 4 | 10 | -3 | 1.3 | -6 | 0 | -10 | 4 | 4
COc1cc(OC)cc(C(=O)N[C@H](C(=O)Nc2ccc(S(=O)(=O)N(C)C)cc2)C(C)C)c1 | -3 | -21 | -9 | -12 | 0.6 | 3 | 3 | 9 | 2 | 3
CCc1ccc(N2CC34C=CC(O3)C(C(=O)OC)C4C2=O)cc1 (configuration not stated) | -22 | 3 | 6 | 6 | -0.3 | 3 | -1 | -6 | 1 | -3
OCCNc1nc(N2CCCC2)nc(N2CCCC2)n1 | 4 | -7 | 16 | -3 | -0.6 | 1 | nt | -16 | 1 | 1

Single entries from the results shown.
Result of O=C(NCCC1=CCCCC1)C1CCC(CNc2nc(=S)[nH]c3ccccc23)CC1 (configuration not stated) in MITF TRPM1 HTS: -63
Result of COc1cc(OC)cc(C(=O)N[C@H](C(=O)Nc2ccc(S(=O)(=O)N(C)C)cc2)C(C)C)c1 in dFosB activator: -12

(listing goes on)
SMILES | PvdQ inh | MITF TRPM1 HTS | SR-BI uptake up | dFosB activator | CDK5 p35 inh | RTF Ca sens act | Wnt bcat act | SR-BI DiI inh | HTR5A ag ctr | Rtt109 Vps75
Cn1nc(-c2ccc(OCC(=O)NCC3CCCO3)cc2)c2ccccc2c1=O (configuration not stated) | -15 | 5 | -5 | -5 | 0.9 | -1 | 0 | 5 | 2 | -3
Cc1nnc(SCCn2c(N3CCN(Cc4ccccc4)CC3)nc3c2c(=O)[nH]c(=O)n3C)s1 | -2 | nt | 10 | -9 | -1.5 | -3 | nt | -10 | -4 | 5
COc1ccc(C2N(Cc3ccccc3)CC(=O)N2/N=C(\C)c2ccccc2)cc1 (configuration not stated) | 5 | 41 | 15 | -5 | 1.2 | 1 | nt | -15 | 0 | 4
COc1cccc(NC(=O)CN(C)C(=O)/C=C/c2cn(-c3ccccc3)nc2-c2cccs2)c1 | 6 | 5 | 7 | 1 | 0.4 | -18 | -4 | -7 | -1 | -12
CCN(CC)S(=O)(=O)c1cccc(C(=O)N[C@H](C(=O)NCc2ccc(Cl)cc2)C(C)C)c1 | -11 | -5 | 6 | -5 | 2.3 | 0 | nt | -6 | -2 | -1
CN(C)CCNc1ncnc2c1sc1nc(N3CCCC3)c3c(c12)CC(C)(C)OC3 | -10 | nt | -18 | ? | -3.9 | 3 | 7 | 18 | -6 | -6
CCOc1ccc(OCC)c(S(=O)(=O)NCc2ccccn2)c1 | -10 | -15 | 11 | 3 | 1.3 | -2 | -2 | -11 | 2 | -3
Cc1ccc(CN(C)C(=O)c2cccc(S(=O)(=O)N3CCCC3)c2)cc1 | -12 | 2 | 7 | -3 | -2.7 | -4 | -2 | -7 | 3 | 11
COc1cc(N)c(Cl)cc1C(=O)OCC(=O)NCc1cccs1 | 8 | 14 | -45 | 4 | -1.2 | 9 | 1 | 45 | 5 | -6
COc1ccc(/C(C)=N/NC(=O)C(NC(=O)c2ccccc2)c2n[nH]c(=O)c3ccccc23)c(OC)c1 (configuration not stated) | -13 | 4 | nt | -6 | -1.8 | -4 | -3 | nt | 7 | -7
Clc1ccc(/C=C/c2nc3ccccc3[nH]2)c(Cl)c1 | -22 | -7 | -11 | 8 | 4.8 | -1 | nt | 11 | 13* | -17
O=C(NNc1nc(-c2ccc(F)cc2)cs1)c1ccccc1 | 2 | -27 | -61 | -8 | -1.6 | 2 | 1 | 61 | 0 | -9
Fc1ccc(CSc2ncnc3nc[nH]c23)cc1 | -15 | -4 | 18 | -10 | 1.1 | -3 | -2 | -18 | -3 | -7
CCc1nc(SCC(=O)Nc2nnc(CC(C)C)s2)n[nH]1 | -8 | 0 | 20 | -6 | -2.2 | -1 | -4 | -20 | -3 | 0
CCOC(=O)C1CCN(CC(=O)Nc2c(C(=O)OC)[nH]c3ccc(Cl)cc23)CC1 | 2 | -39 | -8 | 3 | 0.8 | -3 | nt | 8 | 1 | 2
COc1ccccc1NS(=O)(=O)c1cc(NC(=O)CNC(=O)c2ccc(C)s2)ccc1Cl | -16 | -5 | 12 | 0 | -1.6 | -8 | 1 | -12 | 6 | -6
O=C(NN1C(=O)NC2(CCCCC2)C1=O)c1cc(F)cc(F)c1 | -13 | -9 | 16 | -4 | -4.7 | -2 | -2 | -16 | 7 | 7
Cc1ccc(N/C=C2\CCCCC2=O)c(C)c1 | -8 | -12 | -10 | -2 | 1.3 | 0 | -2 | 10 | 0 | 0
Cn1cc(CNC(=O)C2CCC(=O)N(Cc3cccc(C(F)(F)F)c3)C2)cn1 (configuration not stated) | 12 | 6 | 1 | -8 | 0.0 | -5 | 4 | -1 | 1 | 4
Cn1nc(-c2ccccc2)c(CSc2ccccc2)c1Cl | 10 | 17 | -33 | -8 | -1.3 | -12 | nt | 33 | 1 | 2
Cc1c(NC(=O)c2ccc(C(=O)Nc3c(C)n(C)n(-c4ccccc4)c3=O)cc2)c(=O)n(-c2ccccc2)n1C | 11 | nt | 6 | -4 | 0.3 | 1 | 0 | -6 | -2 | 15
CCCCc1cc(=O)oc2cc(OCC(=O)Nc3ccccn3)ccc12 | -9 | 71 | 8 | 2 | 4.9 | 1 | 23 | -8 | 8 | -1
COc1ccc(CNC(=O)C2CC(=O)N(C3CCCC3)C2)cc1 (configuration not stated) | -16 | -5 | 4 | -12 | -0.3 | -1 | 0 | -4 | 5 | 3
Clc1ccc(Cc2nn3c(Cn4nnc5ccccc54)nnc3s2)cc1 | -15 | nt | 0 | -8 | 1.1 | -2 | nt | 0 | 0 | -3
CC(=O)Oc1ccc(Nc2ccccc2)cc1 | -2 | 16 | 18 | 0 | 0.8 | -2 | 5 | -18 | -3 | 19
